Screening data deposited in PubChem BioAssay by several laboratories.
STK33 kinase inh: blocks human STK33 kinase activity; hit rate 0.073% among 320,000; inhibition, % at 10 µM; purified STK33, MBP phosphorylation, ADP-Glo luminescence;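 active means inhibition at or above 25%, using the most active replicate where run in duplicate; inactive means inhibition below 25%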
Target sequence (Q9BYT3 whole entry, looked up): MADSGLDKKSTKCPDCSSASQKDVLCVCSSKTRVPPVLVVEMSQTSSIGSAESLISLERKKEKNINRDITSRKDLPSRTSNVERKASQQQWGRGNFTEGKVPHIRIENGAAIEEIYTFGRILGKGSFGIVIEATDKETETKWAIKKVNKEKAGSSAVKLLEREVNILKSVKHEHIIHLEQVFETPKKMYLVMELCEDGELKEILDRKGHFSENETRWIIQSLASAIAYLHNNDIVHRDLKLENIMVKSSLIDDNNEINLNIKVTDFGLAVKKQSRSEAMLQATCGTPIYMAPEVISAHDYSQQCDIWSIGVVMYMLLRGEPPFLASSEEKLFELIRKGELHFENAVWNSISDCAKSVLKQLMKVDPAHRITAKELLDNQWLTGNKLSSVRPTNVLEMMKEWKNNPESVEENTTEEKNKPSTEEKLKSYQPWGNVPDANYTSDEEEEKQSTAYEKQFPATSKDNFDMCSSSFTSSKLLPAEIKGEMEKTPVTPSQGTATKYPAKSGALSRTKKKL
KCNQ2 inh: KCNQ2 channel blockers in CHO-K1 cells – cell-based, FluxOR thallium flux, B-score, primary screen (AID 2156); 20 min; active compounds read low; hit rate 1.1% among 310,000; B-score at 10 µM;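 active means fluorescence ratio B-score at most minus 3 library SDs, with starting brightness B-score within 2 library SDs, cut at about -5.5 in these data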
Kir21 block: inhibitors of mouse Kir2.1 inward-rectifier potassium channel; HEK293-Kir2.1, FluxOR thallium flux fluorescence; active compounds read low; hit rate 0.85% among 310,000; B-score at 10 µM; P35561; AID 1672;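 active means fluorescence ratio B-score at or below minus 3 SD of library scores, with starting-brightness B-score within 2 SD, cut at about -4.2 in these data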;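 further: channel flux triggered by added potassium and thallium sulfate stimulus; B-score of peak minus minimum fluorescence over baseline after thallium stimulus; more negative B-score means stronger Kir2.1 block with less thallium influx; some compounds called inactive have numbers as strong as hits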
Target sequence (P35561 whole entry, looked up): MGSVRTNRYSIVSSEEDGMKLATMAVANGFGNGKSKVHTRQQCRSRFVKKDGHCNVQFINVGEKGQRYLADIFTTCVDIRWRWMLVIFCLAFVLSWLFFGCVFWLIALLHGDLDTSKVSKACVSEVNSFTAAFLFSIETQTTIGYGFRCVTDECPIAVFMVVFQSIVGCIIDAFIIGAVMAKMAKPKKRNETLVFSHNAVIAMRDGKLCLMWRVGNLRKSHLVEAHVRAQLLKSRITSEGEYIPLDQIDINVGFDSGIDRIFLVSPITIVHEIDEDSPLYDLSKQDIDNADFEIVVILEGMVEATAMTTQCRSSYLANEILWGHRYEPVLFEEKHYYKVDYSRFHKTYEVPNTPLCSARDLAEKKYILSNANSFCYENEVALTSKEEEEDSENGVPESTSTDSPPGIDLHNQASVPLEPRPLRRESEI
Numbers without * were called inactive; i = inactive; . = not tested or not shown.

SMILES	STK33 kinase inh	KCNQ2 inh	Kir21 block
COc1ccc(-n2c(SCC(=O)c3c(N)n(C)c(=O)n(C)c3=O)nc3ccccc32)cc1	0.8	i	0.07
O=c1c2ccccc2[nH]c(=S)n1CCCN1CCN(c2ccccc2)CC1	0.3	i	1.8
CCCc1ccc(-c2ccc(C(=O)O)cc2)nc1	0.0	i	1.9
CC(C)OC(=O)CSc1nnc2c3ccccc3n(C)c2n1	0.7	i	-0.29
O=C(CCSCCc1ccccn1)Nc1ccc(Cl)cn1	-0.3	i	-0.04
O=C(OCCN=C1NS(=O)(=O)c2ccccc21)C1CC(=O)N(c2ccc3ccccc3c2)C1 (configuration not stated)	4.0	i	0.05
CN1C(=O)NC(c2ccc(O)cc2)C2=C1CN(c1ccc(O)cc1)C2=O (configuration not stated)	-0.4	i	2
Cc1onc(-c2ccccc2)c1C(=O)Nc1nc2c(s1)CCCC2	-1.5	i	-0.67
COc1ccc(CN2CSC(=S)N(Cc3ccc(OC)cc3)C2)cc1	-0.5	i	0.19
CN1C(=O)c2ccc(NC(=O)CSc3ccccc3)cc2C1=O	-1.2	i	1.2
Cn1cc(Br)c(C(=O)NNC(=O)c2ccc(Cl)cc2)n1	-2.2	i	0.57
C(=N\Nc1nc(N2CCOCC2)nc(N2CCOCC2)n1)/c1ccco1	0.1	i	-2.8
O=[N+]([O-])c1cccc(-c2csc(Nc3ccccc3)n2)c1	0.1	i	2.8
COCCNC(=O)C(c1ccc(C)cc1)N(CCOC)C(=O)CCC(=O)Nc1ccccn1 (configuration not stated)	-0.5	i	-0.3
Cc1csc(NC(=O)CSc2nnc3ncccn23)n1	-0.8	i	1
Cn1cnnc1SCc1ccc(C(=O)N/N=C/c2cccs2)cc1	0.0	i	-0.64
CC(C)C(C)(C#N)NC(=O)CSc1nnc(C(F)(F)F)n1C (configuration not stated)	-0.3	i	0.53
COc1ccc(OC)c(S(=O)(=O)N2CCCC(C(=O)N3CCCC3)C2)c1 (configuration not stated)	0.1	i	-0.66
Cc1cc(NS(=O)(=O)c2cn(C)nc2C)no1	3.6	i	1.8
Cc1cc(C)cc(N(CC(=O)NCCSCc2ccco2)S(C)(=O)=O)c1	0.8	i	-0.61
CC(=O)N1CCN(c2ccc(Oc3nnnn3-c3ccccc3)cc2)CC1	-0.7	i	1.4
CCC1(c2ccccc2)NC(=O)N(CC(=O)Nc2cc(S(=O)(=O)N3CCCCCC3)ccc2OC)C1=O (configuration not stated)	0.6	i	0.11
Clc1ccc(-c2c[n+]3c(n2-c2ccccc2)SCC3)cc1	-0.7	i	0.78
CCC(=O)Nc1ccc2c(c1)ncn2-c1ccccc1OC	-1.1	i	0.31
CCOc1ccccc1-c1nc(-c2cccc(Br)c2)no1	-0.1	i	-0.98
SMILES	STK33 kinase inh	KCNQ2 inh	Kir21 block
O=C(NNS(=O)(=O)c1ccc([N+](=O)[O-])cc1)c1ccc([N+](=O)[O-])cc1	0.1	i	1.4
CC(C)(c1ccccc1)c1ccc(OCCN)cc1	-1.3	i	-6.4*
O=C(NCc1ccc(F)cc1Cl)C1CCN(S(=O)(=O)N2CCC3(CC2)OCCO3)CC1	3.1	i	0.52
Cc1nc2cc(-c3ccc(Cl)cc3)nn2c(NCCN(C)C)c1C	2.8	i	-4.6*
CC(=O)N1CCN(c2ccccc2NC(=O)COc2ccccc2C)CC1	-0.7	i	-0.82
COc1cc(-c2noc(C)c2C#Cc2ccccn2)cc(OC)c1OC	0.8	i	0.21
COc1ccc(C(=O)COC(=O)CCc2nc3ccccc3[nH]c2=O)cc1Br	-0.9	i	0.05
CCCN1C(=O)CSC1=Nc1ccccc1	-2.1	i	-0.02
CC(C)OC(=O)NCCOC(=O)Nc1ccccc1Cl	0.9	i	0.06
Cc1ccc(C)c(NC(=O)CN(C)C(=O)Cc2ccccc2)c1	-4.4	i	0.84
CCOc1ccc(NC(=O)c2sc(NC(C)=O)c(C(=O)OC)c2C)cc1	0.0	i	-0.59
CCN1C(=O)CSC1=Nc1cccc(C(=O)O)c1	-0.8	i	0.88
O=C1CN(CC(=O)N2CCOCC2)c2ccccc2O1	0.0	i	0.53
Cn1c(C(=O)NCC2CCCO2)cc2oc3ccccc3c21 (configuration not stated)	3.1	i	-2.8
C=CCn1c(-c2ccc(Cl)cc2)cnc1SC(C)C(N)=O (configuration not stated)	-1.1	i	1.9
CCOc1ccc2nc(N(CCN(C)C)C(=O)c3ccc4c(c3)CCCC4)sc2c1	1.0	i	0.57
COC(=O)[C@H](C)NC(=O)c1cc2c(cn1)[nH]c1ccccc12	0.3	i	0.18
Cc1ccc2c(C)cc(=S)[nH]c2c1	.	i	-0.85
Cc1ccc(SCCC(=O)Nc2ccc(Br)c(C)c2)cc1	-7.0	i	-0.87
O=C(NC1(C(F)(F)F)NC(=O)N(Cc2cccnc2)C1=O)c1ccc(F)cc1 (configuration not stated)	-0.1	i	-2
COC(=O)c1nn(-c2ccccc2)c(Sc2ccc(OC)cc2)c1/C=N/O	-3.2	i	-1.8
CC(=O)c1ccc(OCC(=O)Nc2ccc3nc(C)sc3c2)cc1	0.2	i	0.18
COC(=O)c1ccc(COC(=O)c2ccc(N(C)C)cc2)cc1	0.3	i	-0.52
O=C(c1cccnc1)N1CCN(C(=O)c2cccc(Cl)c2)CC1	-0.6	i	0.94
CCCCNc1nc(C)c(C(C)=O)cc1C#N	0.5	i	1.1

In the list so far, these contain an aryl methoxy group.
SMILES	STK33 kinase inh	KCNQ2 inh	Kir21 block
COc1ccc(-n2c(SCC(=O)c3c(N)n(C)c(=O)n(C)c3=O)nc3ccccc32)cc1	0.8	i	0.07
COc1ccc(CN2CSC(=S)N(Cc3ccc(OC)cc3)C2)cc1	-0.5	i	0.19
COc1ccc(OC)c(S(=O)(=O)N2CCCC(C(=O)N3CCCC3)C2)c1 (configuration not stated)	0.1	i	-0.66
CCC1(c2ccccc2)NC(=O)N(CC(=O)Nc2cc(S(=O)(=O)N3CCCCCC3)ccc2OC)C1=O (configuration not stated)	0.6	i	0.11
CCC(=O)Nc1ccc2c(c1)ncn2-c1ccccc1OC	-1.1	i	0.31
COc1cc(-c2noc(C)c2C#Cc2ccccn2)cc(OC)c1OC	0.8	i	0.21
COc1ccc(C(=O)COC(=O)CCc2nc3ccccc3[nH]c2=O)cc1Br	-0.9	i	0.05
COC(=O)c1nn(-c2ccccc2)c(Sc2ccc(OC)cc2)c1/C=N/O	-3.2	i	-1.8

Additional compounds follow:
SMILES	STK33 kinase inh	KCNQ2 inh	Kir21 block
Cc1noc(C)c1S(=O)(=O)N1CCC(C(=O)N2CCN(C3CCCC3)CC2)CC1	-0.5	i	0.07
CC(O)[C@H]1CNC(=O)C(=O)N1CC1CCCCC1 (some centres not stated)	-0.7	i	-1.9
CCCC(=O)NCCc1cc(OC)c(OC)cc1Br	0.1	i	0.14
COc1ccc(C(=O)O)cc1S(=O)(=O)N1CCCc2ccccc21	-0.2	i	-0.83
C=CCOc1c(Br)cc(CNn2cn[nH]c2=S)cc1OC	-1.3	i	0.45
C=CCC1NCCc2c(Br)cccc21 (configuration not stated)	0.4	i	-0.23
COc1cccc(C(=O)C2CCCN(Cc3cn(CC(N)=O)c4ccccc34)C2)c1 (configuration not stated)	0.9	i	-0.67
O=C(C1CCCCC1)N1CCN(S(=O)(=O)c2cccc([N+](=O)[O-])c2)CC1	-0.3	i	0.07
CC(COc1ccccc1Cc1ccccc1)N1CCCCC1 (configuration not stated)	-0.8	i	-5.8*
O=C(NCc1ccco1)C1CCN(C(=O)c2cc3sccc3n2Cc2ccc(Cl)cc2)CC1	0.1	i	0.6
Cc1nnc(NC(=O)CSc2nnc(CNC(=O)c3ccc(S(=O)(=O)N(C)C)cc3)o2)s1	0.4	i	1.3
COc1ccc(OC)c(N(CC(=O)NN=C2CCN(C)CC2)S(=O)(=O)c2ccccc2)c1	0.3	i	-0.14
Cc1cc(C)c(C#N)c(SCC(=O)c2cc(C)n(CCc3ccccc3)c2C)n1	0.0	-6.4*	-0.42
Cc1cccc(C)c1-n1c(SCC(=O)Nc2ccc(C(=O)O)cc2)nnc1-c1cccc(S(=O)(=O)N(C)C)c1	0.2	i	1
O=C(NCC1CCCO1)C1CCCN(Cc2cnn(-c3ccccc3)c2-n2cccc2)C1 (configuration not stated)	0.3	i	-4.3
COc1cc([N+](=O)[O-])cc2cc(C(=O)NC(C)(C)C)c(=O)oc12	-2.0	i	-0.43
CNC(=O)CSc1nc2c(c(=O)n(C)c(=O)n2C)n1Cc1ccc(C)cc1	-0.5	i	0.63
Cc1nc(C(=O)N2CCCC(N3CCN(c4ccccc4C)CC3)C2)cs1 (configuration not stated)	0.8	i	0.41
CN(C)c1cc[n+](CC(=O)c2ccc(OC(F)F)cc2)cc1	-0.8	i	-0.06
COc1ccnc(N=CNOCc2cccc(Cl)c2Cl)c1C#N	-0.3	i	0.95
CC(C)(CNC(=O)c1ccc(NS(=O)(=O)c2ccc(F)cc2)cc1)N1CCOCC1	0.8	i	1.6
Cc1cccc(C)c1OCc1nnc(SCC(=O)Nc2nccs2)n1-c1ccccc1	0.4	i	0.47
COc1ccc(-c2nn(-c3ccccc3)cc2/C=N/NS(=O)(=O)c2ccccc2)cc1	2.6	i	-0.8
CC(NC(=O)Cn1c(NCCO)nc2ccccc21)c1ccccc1 (configuration not stated)	-0.4	i	1.4
O=C(NC(=S)Nc1ccc(S(=O)(=O)N2CCCCCC2)cc1)c1cccs1	-0.1	i	-2.6

Retrieved by structure from above, 3 records:
SMILES	STK33 kinase inh	KCNQ2 inh	Kir21 block
O=C(NC(=S)Nc1ccc(S(=O)(=O)N2CCCCCC2)cc1)c1cccs1	-0.1	i	-2.6
COc1ccnc(N=CNOCc2cccc(Cl)c2Cl)c1C#N	-0.3	i	0.95
Cc1noc(C)c1S(=O)(=O)N1CCC(C(=O)N2CCN(C3CCCC3)CC2)CC1	-0.5	i	0.07

(list continues)
SMILES	STK33 kinase inh	KCNQ2 inh	Kir21 block
Cc1ccc(-c2cc(C(=O)N/N=C/c3c[nH]c4ccccc34)[nH]n2)cc1	.	i	0.75
COc1ccc(N(CC(=O)N2CCC(C)CC2)S(=O)(=O)c2c(C)nn(C)c2C)cc1	-1.7	i	-0.51
O=C(Nc1ccc(S(=O)(=O)N2CCCC2)cc1Cl)C1=COCCO1	-1.3	i	-0.03
C=CCNC(=O)C12CC3CC(C1)CC(C(=O)NCC=C)(C3)C2	-0.5	i	-1
CCc1ccc(C2CC(c3cccc(OC)c3)n3nc(N)nc3N2)cc1 (configuration not stated)	-0.6	i	0.07
S=c1[nH]nc(CN2CCCCC2)n1-c1ccc(Cl)cc1	-1.2	i	0.29
COc1ccc(C(C)=O)cc1COc1cccc2cccnc12	.	i	-1.5
CCOC(=O)C1CCN(S(=O)(=O)c2cccc(-c3cn4ccccc4n3)c2)CC1	-0.8	i	-1.7
O=c1[nH]nc(CNc2ccc(O)cc2)c2ccccc12	1.2	i	0.9
CN(c1ccc(C(=O)O)cc1)S(=O)(=O)c1ccccc1	0.9	i	-0.4
CCOC(=O)NC(=O)COC(=O)c1ccc(O)cc1	-2.0	i	0.27
Cc1ccc(S(=O)(=O)/N=C(\N)Nc2nc(C)c3ccc(C)cc3n2)cc1	0.9	i	-1.1
COC(=O)c1cnc(N2CCCN(S(=O)(=O)c3ccccc3)CC2)nc1C(F)(F)F	2.3	i	-0.7
O=C(Nc1ccc(F)cc1)N(Cc1ccco1)Cc1cc2cc3c(cc2[nH]c1=O)OCO3	-0.4	i	0.62
Cc1cccc(NC(=O)CSCc2c(C)noc2C)c1C	-0.3	i	0.05
CCC(C)(C)NC(=O)C(c1ccc(OC)cc1)N(C(=O)CCC(=O)Nc1cc(C)on1)c1ccccc1OC (configuration not stated)	-0.6	i	2.7
O=C(Cc1ccccc1Cl)Nc1ccc(S(=O)(=O)N2CCOCC2)cc1	-1.4	i	-0.04
CC[n+]1ccccc1/C=C/Nc1ccccc1	-1.1	i	0.27
O=C(CN1C(=O)C2CC=CCC2C1=O)Nc1ccc(S(=O)(=O)NC2=NCCCCC2)cc1 (configuration not stated)	-1.8	i	-0.03
Cc1ccc(S(=O)(=O)n2cnc3cc([N+](=O)[O-])ccc32)cc1C	1.9	i	0.02
CCN(CC)CCN(C(=O)C1=COCCO1)c1nc2c(OC)ccc(OC)c2s1	0.1	i	-2
Cc1ccc(S(=O)(=O)/N=S(\C)C(C)C)cc1 (configuration not stated)	.	i	0.08
CC(C)(CC(=O)O)CC(=O)O	-0.4	i	0.46
CCc1ccc(CN2CCC(n3nccc3NC(=O)c3ccccc3C)CC2)cc1	0.7	i	-0.67
COc1ccc(NC(=O)CN2C(=O)C(C)Oc3ccccc32)cc1 (configuration not stated)	-1.4	i	0.89
SMILES	STK33 kinase inh	KCNQ2 inh	Kir21 block
Cc1ccc(-c2csc3nc4cc(C(=O)NC5CCC(O)CC5)ccc4c(=O)n23)cc1 (configuration not stated)	-1.0	i	-0.01
COc1ccc(-n2nc3c(c2NC(=O)C2CC(=O)N(c4ccccc4)C2)CS(=O)(=O)C3)cc1 (configuration not stated)	-2.4	i	-0.94
Cc1cc(C)c(C#N)c(SCCS(=O)(=O)c2ccc(C(C)(C)C)cc2)n1	-3.1	i	-0.17
CCCCN1CCc2c1nc1ccc(Br)cc1c2N	-0.4	i	-11*
N#CCCN(CCC#N)c1nncs1	-0.5	i	-2
O=C(CCS(=O)(=O)c1ccc2c(c1)NC(=O)CS2)NCCc1ccc(Cl)cc1	-1.6	i	0.06
Cc1cccc(C(=O)NC2C(=O)NNC2c2ccc(Cl)cc2)c1 (configuration not stated)	-0.3	i	-0.62
CCN(C(=O)COC(=O)Cn1cnc2c1c(=O)n(C)c(=O)n2C)C1CCS(=O)(=O)C1 (configuration not stated)	-1.4	i	0.98
Oc1ccc(Br)cc1-c1cc(-c2ccc(Cl)cc2)n[nH]1	1.2	i	-0.15
CCC(=O)Nc1ccc(N2CCCCC2)c(C(=O)Nc2ccccc2C)c1	-0.2	i	0.46
